Rev-RRE block – HIV-1 Rev-RRE binding inhibitors, primary screen, biochemical, FRET, protein-RNA interaction; P05866; Rev peptide-RRE RNA binding; inhibition, % at 8 µM; 97,000 tested, 0.79% active;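 active = inhibition above the screen-wide mean plus 3 SD, cut at about 35% in these data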;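 note: 0% = median DMSO wells and 100% = median Neomycin B control wells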
Target sequence (P05866 whole entry, looked up): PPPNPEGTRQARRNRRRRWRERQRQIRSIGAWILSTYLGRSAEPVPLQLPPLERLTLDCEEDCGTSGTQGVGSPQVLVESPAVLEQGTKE
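Test system: Cy5-tagged RRE RNA duplex with fluorescein-tagged Rev peptide | Read-out: % inhibition of FRET ratio versus controls | Probe or stimulus: Labelled Rev peptide | Incubation: 5 min RNA-compound premix plus 15 min binding step, 25 °C | Technique: FRET fluorescence readout | Benchmarks: DMSO low control, neomycin B high control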
PTPN22 act – LYP phosphatase activators, primary screen, biochemical, DiFMUP fluorescence, 2 µM; AID 697, 2007; recombinant LYP; 0 = plate median, 100 = signal doubled; 96,000 tested, 0.11% active; Tyrosine-protein phosphatase non-receptor type 22 (Homo sapiens), Q9Y2R2; activation, % at 2 µM;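 active = activation at 2 µM above a set limit, the mean plus 5 SD, cut at about 37% in these data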
CYP2C9 inh – blockers of cytochrome P450 2C9 activity – biochemical, luminescence, ADME assay, primary screen; CYP2C9 Supersomes, luciferin-H conversion; inhibition, % at 5 µM; 96,000 tested, 20% active; AID 777, 2007;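 active = blocking of liver enzyme CYP2C9 beyond about 50% at 5 µM, limit read from the data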; note: values of inactives mirror those of a sister screen read the other way
Target sequence (P11712 whole entry, looked up): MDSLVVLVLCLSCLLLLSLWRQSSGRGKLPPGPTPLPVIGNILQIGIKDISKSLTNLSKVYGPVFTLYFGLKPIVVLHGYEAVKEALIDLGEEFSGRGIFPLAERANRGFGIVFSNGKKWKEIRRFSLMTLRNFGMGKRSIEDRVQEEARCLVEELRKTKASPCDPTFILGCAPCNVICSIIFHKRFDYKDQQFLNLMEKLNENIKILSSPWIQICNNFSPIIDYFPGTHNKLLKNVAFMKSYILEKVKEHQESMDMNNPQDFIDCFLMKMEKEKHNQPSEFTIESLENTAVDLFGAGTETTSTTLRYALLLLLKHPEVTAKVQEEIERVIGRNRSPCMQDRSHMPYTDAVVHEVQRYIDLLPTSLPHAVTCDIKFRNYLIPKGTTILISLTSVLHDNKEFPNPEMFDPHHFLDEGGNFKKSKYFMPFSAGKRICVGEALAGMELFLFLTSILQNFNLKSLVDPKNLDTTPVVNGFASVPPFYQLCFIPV
PTPN22 inh 2 – PTPN22 phosphatase inhibitors, primary screen, biochemical, DiFMUP fluorescence, 2 µM; recombinant LYP catalytic domain; inhibition, % at 2 µM; 96,000 tested, 0.21% active;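 active = inhibition at 2 µM at or above a set limit, the screen mean plus 3 SD, cut at about 24% in these data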;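 note: 0% = DMSO with enzyme and 100% = enzyme fully blocked by orthovanadate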
EphB4 ephrin blk – EphB4-ephrin-B2 interaction antagonists, primary screen, biochemical, TNYL-RAW peptide probe, fluorescence polarization | Ephrin type-B receptor 4 (Homo sapiens), P54760 | EphB4 LBD / TNYL-RAW-Alexa532 peptide | inhibition, % at 7 µM | 97,000 tested, 0.15% active;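 active = inhibition above the screen-wide mean inhibition plus 3 SD, cut at about 15% in these data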;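 note: 0% = DMSO wells and 100% = excess unlabeled TNYL-RAW peptide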
CYP2C9 act – human CYP2C9 activators, primary screen, biochemical, luminescence. activation factor at 5 µM. 96,000 tested, 1.4% active. Cytochrome P450 2C9 (Homo sapiens), P11712. recombinant CYP2C9, luciferin-H conversion; hits give high values; factor 1 = untreated enzyme, 0 = blocked;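 active = activation factor of 2 or more for CYP2C9 at a 5 µM dose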;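 note: 0 = sulfaphenazole-blocked wells and 1 = vehicle-only wells; values of inactives mirror those of a sister screen read the other way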
PLK1 inh – human PLK1 kinase inhibitors, primary screen, biochemical, TR-FRET | 97,000 tested, 0.53% active | Serine/threonine-protein kinase PLK1 (Homo sapiens), P53350 | recombinant PLK1 kinase, TR-FRET peptide phosphorylation | inhibition, % at 10 µM | AID 619, 2007;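 active = inhibition of 50% or more in the single-concentration screen; inactive = inhibition below 50%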;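 note: 0% = DMSO max control and 100% = H-89 dihydrochloride min control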
Plk1 PBD FP – Plk1 polo box domain binding inhibitors, primary screen, biochemical, fluorescence polarization; Serine/threonine-protein kinase PLK1 (Homo sapiens), P53350; Plk1 PBD phosphopeptide binding; inhibition, %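 (tested at about 20 µM)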; 97,000 tested, 0.13% active; AID 693, 2007; in the data active = inhibition above about 34%, passing the limit was not always enough
Candida biofilm – clotrimazole potentiators killing Candida biofilms, primary screen, with clotrimazole, Alamar Blue; inhibition, % at 6 µM; 85,000 tested, 0.14% active; C. albicans biofilm + clotrimazole;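 active = inhibition above 20%; inactive = inhibition below 20%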;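 note: preformed 24 hr biofilms exposed to compound for 48 hr; 0% = biofilm without compound and 100% = blank killed by clotrimazole plus chlorhexidine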
An asterisk follows results filed as active; · = no result given.

SMILES | Rev-RRE block | PTPN22 act | CYP2C9 inh | PTPN22 inh 2 | EphB4 ephrin blk | CYP2C9 act | PLK1 inh | Plk1 PBD FP | Candida biofilm
COc1ccc(C)cc1NC(=O)Nc1ccc(Br)cn1 | 4 | 1 | 3 | 1 | 1 | 1 | -8 | -3 | 6
O=C(O)c1ccccc1Nc1ccccc1C(=O)O | 2 | -5 | -2 | 3 | -9 | 1 | 0 | -5 | ·
Cc1ccc(Nc2cc(C)nc(N3CCOCC3)n2)cc1 | -5 | -2 | 12 | 2 | -4 | 0.9 | 0 | -26 | 5
Cc1ccc(/C=C/C2=Cc3c(sc(NC(=O)CSc4n[nH]c(N)n4)c3C#N)C(C)(C)C2)o1 | 47* | -6 | 91* | 3 | 0 | 0.1 | 2 | -3 | 0
O=C(CN1C(=O)C2CC=CCC2C1=O)Nc1nnc(SCc2c(Cl)cccc2Cl)s1 (stereo not drawn) | 11 | 4 | 7 | -2 | 2 | 0.9 | -5 | -19 | ·
CCCOC(=O)C1=C(C)NC2=C(C(=O)C(C(=O)OC)C(C)C2)C1c1ccc(N(CC)CC)cc1 (stereo not drawn) | 3 | -1 | · | 4 | -2 | · | -24 | -3 | 7
CC(C)(C)c1ccc(-c2cc(C(=O)NNC(=O)Nc3ccccc3)c3ccccc3n2)cc1 | 5 | 9 | 82* | -11 | -4 | 0.2 | -9 | 21 | ·
CC(=O)Nc1ccc(S(=O)(=O)N2CCc3ccccc3C2)cc1 | 2 | -9 | -58 | 9 | 5 | 1.6 | -7 | -8 | 2
COc1cccc(CNC(=O)C2CCC(CNS(=O)(=O)c3cccc4nsnc34)CC2)c1 (stereo not drawn) | 5 | -4 | 28 | 4 | 7 | 0.7 | -9 | -14 | 7
O=C(Nc1ccc2c(c1)OCCO2)c1cnccn1 | 4 | 1 | 5 | 2 | 5 | 1 | -3 | -13 | 5
O=C(O)CCCCCNC(=O)c1ccccc1Br | 3 | 0 | 16 | 3 | -3 | 0.8 | -7 | 18 | 6
CCOC(=O)N1CCC(N2CCN(S(=O)(=O)c3ccc(C)cc3)CC2)CC1 | 0 | -6 | 13 | 8 | -7 | 0.9 | 8 | -23 | 3
Cc1ccc2c(c1)nnn2C1CCN(CC(=O)Nc2ccc3c(c2)OCCO3)CC1 | 7 | -6 | 50* | 4 | -1 | 0.5 | -9 | -20 | ·
O=C(NCC1CCCO1)C1CCN(S(=O)(=O)Cc2ccccc2)CC1 (stereo not drawn) | 7 | -17 | -5 | 16 | 7 | 1.1 | -15 | 15 | 11
C=C(C)c1ccc(C(C)(C)NC(=O)N(Cc2ccccc2)Cc2ccco2)cc1 | 4 | -5 | -10 | 9 | -11 | 1.1 | -2 | -12 | ·
CCOc1cccc(/C(O)=C2/C(=O)C(=O)N(CCOC)C2c2ccco2)c1 (stereo not drawn) | -1 | -4 | 11 | -1 | -4 | 0.9 | -9 | 0 | 6
CCCCn1c(SCC(=O)Nc2cc(C)on2)nc2ccsc2c1=O | -1 | 22 | 9 | -25 | -4 | 0.9 | -10 | -5 | 2
C/C(=N/Nc1nc(-c2ccc(Cl)cc2)cs1)c1cccs1 | 4 | -12 | 48 | 11 | 0 | 0.5 | -4 | 3 | ·
CCn1c(SCC(=O)Nc2nc(C)cs2)nnc1-c1ccoc1C | 3 | 5 | 31 | -5 | -1 | 0.7 | 11 | 5 | ·
C(=N\n1cnnc1)/c1cccc2ccccc12 | 9 | 2 | -18 | -3 | 7 | 1.2 | -11 | 2 | 5
O=C(NCCN1CCCC1)C1COc2ccccc2O1 (stereo not drawn) | 8 | -6 | -4 | 5 | 3 | 1 | -15 | -24 | ·
COc1ccc(S(=O)(=O)N2CCN(CCC(=O)Nc3ccccc3F)CC2)cc1 | 14 | 10 | 94* | -11 | -1 | 0.1 | -4 | 11 | 8
Cc1ccc(CNCc2cc3c(C(C)(C)C)nn(-c4ccccc4)c3[nH]c2=O)cc1 | 12 | -6 | 37 | 3 | -3 | 0.6 | -16 | 13 | 6
C(=N/N1CCN(c2ccccc2)CC1)/c1cccs1 | -1 | 13 | 40 | -8 | -7 | 0.6 | -19 | 29 | ·
O=C(O)c1ccc(NS(=O)(=O)c2cc(Cl)ccc2Cl)cc1 | 7 | 1 | 4 | -6 | 4 | 1 | -7 | 0 | 4
COc1ccc(NC(=O)C2CC2)cc1-n1cnnn1 | 1 | 4 | -1 | -7 | -3 | 1 | 9 | -18 | 10
CC(C)(C)n1nc(-c2ccc(F)cc2)c2c(N)ncnc21 | 3 | 1 | 12 | -3 | 9 | 0.9 | 4 | -15 | ·
O=C(Oc1ccc2c(-c3ccccc3)cc(=O)oc2c1)C1CCCCC1 | 17 | 2 | 32 | 1 | -2 | 0.7 | -3 | -25 | ·
Clc1ccccc1-c1ccc(/C=N/n2cnnc2)o1 | 8 | 10 | 3 | -13 | 2 | 1 | -4 | -12 | 0
CCc1cc2c(=O)c(-n3cnc4ccccc43)coc2cc1O | 6 | 3 | -15 | -4 | -4 | 1.1 | -11 | -26 | 1
Cc1ccc(-n2c(-c3ccco3)nc3nc4ccccc4nc32)cc1F | 14 | -6 | -1 | 9 | 1 | 1 | 6 | -10 | ·
Cc1ccc(-c2cnn(-c3cccc([N+](=O)[O-])c3)c2N)cc1 | 1 | 12 | -20 | -9 | -5 | 1.2 | -10 | -15 | ·
CCCCN(CCCC)CC1OCc2ccccc2CO1 | 1 | 10 | 1 | -4 | -10 | 1 | -6 | 19 | ·
O=C(N/N=C/c1ccc[nH]1)c1sc2ccccc2c1Cl | 3 | 0 | -58 | 3 | -9 | 1.6 | 8 | -9 | ·
N#Cc1cccc(-c2cn(S(=O)(=O)c3ccc(Cl)cc3)nc2N)c1 | 8 | 6 | 39 | -3 | -4 | 0.6 | -14 | 27 | 5
O=C1NC2(Nc3ccccc31)C(=O)Nc1ccccc12 (stereo not drawn) | 6 | 0 | 9 | -1 | 3 | 0.9 | -6 | -2 | 0
COCCNC(=O)COc1cccc(Oc2ccccc2)c1 | 3 | 2 | 15 | -4 | -6 | 0.9 | 2 | 10 | 9
CN(Cc1ccccc1)C(=O)C1CCCN(Cc2ccc(Cl)cc2)C1 (stereo not drawn) | -2 | 12 | 12 | -9 | 4 | 0.9 | -6 | -4 | 6
N=c1c2c(n(Cc3ccccc3)c3c1CCC3)CCC2 | -1 | 2 | 16 | 2 | -6 | 0.8 | 3 | 4 | 8
CCOc1ccccc1N1CCN(C(=O)Nc2ccc(Cl)c(Cl)c2)CC1 | 9 | -2 | -13 | 4 | -5 | 1.1 | -5 | -3 | ·
CC(=O)Nc1ccccc1-c1nnc(SCc2ccccc2Cl)[nH]c1=O | 9 | 2 | 99* | 0 | 4 | 0 | -9 | -5 | 0
O=P(CCNCc1ccco1)(c1ccccc1)c1ccccc1 | 6 | 6 | 16 | -2 | -3 | 0.8 | -14 | 13 | ·
CC(=O)Nc1sc2c(c1C(N)=O)CCC2 | 6 | 1 | · | -4 | 3 | · | -5 | 9 | 7
CC(C)CC(=O)N1CCN(C(=O)CCC2CCCC2)CC1 | -2 | -2 | 8 | -1 | -3 | 0.9 | 2 | -34 | -1
CCC1(C)Cc2c(sc3nc4n(c(=O)c23)CCS4)CO1 (stereo not drawn) | 4 | 9 | 51* | -8 | 7 | 0.5 | -7 | 24 | 4
CCOC(=O)N1CCC(n2c(=S)[nH]c3ccccc3c2=O)CC1 | 0 | 3 | 81* | -6 | 0 | 0.2 | -3 | 4 | 8
FC(F)(F)c1cc(C(F)(F)F)c2ccc(N3CCN(c4ncccn4)CC3)nc2n1 | 3 | -1 | -3 | -1 | -1 | 1 | -15 | 14 | ·
CCC(CC)NC(=O)Cc1ccc(S(=O)(=O)N2CCOCC2)s1 | 7 | 2 | 33 | -6 | 0 | 0.7 | -12 | 7 | ·
Cc1cc(C)c(S(=O)(=O)NCC(=O)O)cc1C | 4 | -8 | -14 | 5 | -1 | 1.1 | -44 | -14 | 8
CC1=C(C(=O)OC(C)C)C(c2c(O)ccc3ccccc23)NC(=O)N1 (stereo not drawn) | 16 | 2 | 6 | -4 | -9 | 0.9 | -12 | 17 | -3
CCC(=O)Nc1ccc(S(=O)(=O)Nc2cccc(C)c2)cc1OC | -2 | -6 | -60 | 4 | 1 | 1.6 | -10 | -8 | -2
COc1ccc(NC(=O)CSc2nc3ccccc3c(=O)n2CCNC(C)=O)cc1 | 4 | -3 | 58* | 1 | -3 | 0.4 | 4 | 2 | 9

Bioassay records from PubChem.
